TIM10 inh = TIM10 yeast growth inhibition | inhibition, % at 10 µM | 330,000 tested, 1.4% active | AID 463195 | S. cerevisiae TIM10 strain growth, BacTiter-Glo luminescence, 24 h;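 active means inhibition of 40% or more at the single tested concentration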;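 further: wild-type TIM10 isogenic control strain grown at permissive 25 °C; 0% = DMSO yeast wells and 100% = minimal medium wells without yeast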
NLRP3 yeast inh = NALP3 inhibition in yeast; Yeast reconstituted NLRP3/ASC/caspase-1, beta-gal luminescence, 24 h; inhibition, % at 10 µM; 330,000 tested, 0.39% active;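 active means inhibition of 50% or more; inactive means inhibition below 50%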;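 further: plate controls were induced DMSO wells for no effect and uninduced yeast grown without galactose for full effect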
tim23-1 inh = tim23-1 yeast growth inhibition. inhibition, % at 20 µM. 330,000 tested, 1.3% active. S. cerevisiae tim23-1 growth, BacTiter-Glo luminescence, 24 h;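 active means growth inhibition of the mutant yeast at or above 50%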;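 further: temperature-sensitive mutant grown at 25 °C; plate controls were DMSO-treated mutant yeast for no effect and medium wells lacking yeast for full effect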
MPTP inh = blocks calcium-induced mitochondrial swelling; isolated mouse mitochondria, Ca2+ swelling absorbance, 30 min; inhibition, % at 10 µM; 360,000 tested, 1.4% active;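 active means inhibition of 50% or more, scaled per plate between neutral and stimulator controls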;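 further: 0% = DMSO wells given calcium and 100% = 1 mM EGTA wells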
GRIN3A LBD mod = modulates the human NR3A ligand-binding domain | NR3A LBD differential scanning fluorimetry, Tm shift; 0% = protein alone, 100% = glycine-bound protein | Tm shift relative to glycine control, % at 25 µM | 340,000 tested, 2.5% active | AID 1259313;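 active means melting temperature shift of at least 10% of the positive control shift, at one fixed dose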
APJ antag = antagonists of human APJ apelin receptor; P35414; AID 2521; 330,000 tested, 0.32% active; inhibition, % at 20 µM; CHO-K1 APJ beta-arrestin complementation, luminescence;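 active means inhibition above about 40% at 20 µM, limit read from the data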;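 further: cells challenged with 10 nM apelin-13 agonist together with compound; plate controls were apelin-13 plus DMSO wells for no effect and DMSO wells lacking apelin-13 for full effect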
Target sequence (P35414 whole entry, looked up): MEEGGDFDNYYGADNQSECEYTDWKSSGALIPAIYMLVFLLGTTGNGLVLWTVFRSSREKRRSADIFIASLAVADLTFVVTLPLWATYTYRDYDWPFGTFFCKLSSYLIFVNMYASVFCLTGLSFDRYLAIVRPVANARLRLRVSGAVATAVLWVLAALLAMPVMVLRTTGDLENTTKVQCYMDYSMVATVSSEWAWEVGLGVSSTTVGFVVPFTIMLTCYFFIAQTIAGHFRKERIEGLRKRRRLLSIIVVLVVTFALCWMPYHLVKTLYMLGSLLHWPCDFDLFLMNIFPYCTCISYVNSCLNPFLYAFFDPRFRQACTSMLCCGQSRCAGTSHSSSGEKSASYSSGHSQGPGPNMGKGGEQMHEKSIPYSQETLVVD
beta cell repl = inducers of beta-cell replication in MIN6 cells; MIN6 cells proliferation, ATPlite luminescence, 48 h; cells starved in 0.2% serum; 100% = growth in 10% serum; proliferation, % at 10 µM; 330,000 tested, 0.29% active;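 active means compounds whose signal lies at least 3.5 SD above the mean of all wells on their plate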;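 further: 0% = DMSO-treated cells in low-serum medium and 100% = 10% serum control; some compounds called inactive have numbers as strong as hits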
tim10-1 inh = inhibits growth of tim10-1 mutant yeast; AID 463190; S. cerevisiae tim10-1 ts strain growth, BacTiter-Glo, 24 h; 330,000 tested, 2.2% active; inhibition, % at 20 µM;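 active means inhibition of at least 40%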;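 further: mutant grown at 25 °C; 0% = DMSO wells with yeast and 100% = wells holding no yeast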
APJ ag = agonists of human APJ apelin receptor; CHO-K1 APJ PathHunter beta-arrestin, luminescence; 0% DMSO wells, 100% apelin; activation, % at 20 µM; P35414; 330,000 tested, 0.11% active;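 active means activation more than six SD over the plate average, tested at 20 µM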;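 further: 0% = DMSO alone and 100% = apelin-13 at 10 nM; some results filed as inactive read as strong as hits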
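Assay system – PathHunter CHO-K1 APJ (AGTRL-1) beta-arrestin reporter cells · Compound – one dose, 20 µM compound, 1% DMSO · Timing – compound 90 min 25 °C, reagent 1 h · Measured by – luminescence from split beta-galactosidase complementation, Galacton Star/Emerald II substrate · Measure – beta-arrestin recruitment to APJ as agonist activity, luminescent signal · Benchmarks – DMSO vs Apelin-13 10 nM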
* hit, by the source's call; . = not tested or not shown.

Short keys: A = TIM10 inh; B = NLRP3 yeast inh; C = tim23-1 inh; D = MPTP inh; E = GRIN3A LBD mod; F = APJ antag; G = beta cell repl; H = tim10-1 inh; I = APJ ag
(1) COc1cc(NC(=O)C2=C(N3CCOCC3)/C(=C\c3ccc(Cl)cc3Cl)CC2)cc(OC)c1OC
  A = 18	B = 8	C = 15	D = 12	E = -16	F = -1	G = -3	H = 22	I = 5
(2) O=c1[nH]cc(COCC(F)CCl)c(=O)[nH]1 (stereo not drawn)
  A = 1	B = 10	C = 7	D = 1.6	E = 4	F = -4	G = -1	H = -14	I = -1
(3) O=C1COc2ccc(S(=O)(=O)NCCc3ccc(Cl)cc3)cc2N1
  A = 17	B = 14	C = 9	D = 1.9	E = -1	F = -2	G = -1	H = -13	I = -2
(4) Cn1c2c(c(=O)n(C)c1=O)NC1(N2)C(=O)Nc2ccccc21 (stereo not drawn)
  A = -13	B = 4	C = 3	D = 0.5	E = 3	F = -2	G = -2	H = 15	I = -1
(5) CCC(C)CCN1C(Nc2ccccc2)=NC[C@@H]1CC(C)C (stereo partly drawn)
  A = -10	B = 19	C = 4	D = 1.9	E = -5	F = 3	G = -3	H = -11	I = -7
(6) COc1cccc(C2=CC(c3ccc(C)cc3)n3ncnc3N2)c1 (stereo not drawn)
  A = 13	B = 7	C = 20	D = .	E = .	F = -18	G = -3	H = 39	I = 2
(7) COc1ccc(-c2nnn(CC(=O)N(Cc3ccco3)C(C(=O)NCC3CCCO3)c3ccco3)n2)cc1 (stereo not drawn)
  A = 14	B = 13	C = 15	D = 0.0	E = 3	F = -3	G = 0	H = -2	I = -3
(8) COCCNC(=O)CN(Cc1ccco1)C(=O)CCC(=O)Nc1nccs1
  A = 6	B = 4	C = -5	D = -0.1	E = -2	F = -1	G = -1	H = -13	I = -2
(9) COc1ccc(CNC(=O)CN(Cc2ccccc2)C(=O)c2csnn2)cc1
  A = -10	B = -5	C = 7	D = -0.5	E = 0	F = -6	G = 1	H = 10	I = -3
(10) CCc1c(C(=O)NC(C)C2CCCO2)csc1C (stereo not drawn)
  A = 6	B = 13	C = 4	D = 0.8	E = 0	F = -5	G = -3	H = 16	I = -5

Carrying on.
Short keys: A = TIM10 inh; B = NLRP3 yeast inh; C = tim23-1 inh; D = MPTP inh; E = GRIN3A LBD mod; F = APJ antag; G = beta cell repl; H = tim10-1 inh; I = APJ ag
(11) COc1ccccc1CC(=O)Nc1ccc2nc(C)sc2c1
  A = 0	B = 9	C = 2	D = 1.1	E = -6	F = 8	G = 0	H = 5	I = -1
(12) O=C(CN1C(=O)NC2NC(=O)NC21)N/N=C/c1ccc(F)cc1 (stereo not drawn)
  A = 10	B = -13	C = -2	D = -2.2	E = -1	F = -23	G = 0	H = -11	I = -3
(13) COc1cc2c(cc1OC)CC(=O)N(C)CC2
  A = 3	B = 0	C = 2	D = 2.6	E = 1	F = -4	G = 1	H = 5	I = -3
(14) Cc1ccccc1NC(=O)Cc1nc(-c2c[nH]c(C(=O)N3CCCC3)c2)cs1
  A = 6	B = 4	C = 20	D = 0.3	E = -3	F = -11	G = -2	H = 19	I = -3
(15) CCCc1cn(S(=O)(=O)c2ccc(OC)cc2OC)nc1N
  A = 7	B = 4	C = 8	D = -1.1	E = 0	F = -3	G = 2	H = 22	I = -6
(16) CCN(CC)CCCNC(=O)Cn1cnc2sc(C)c(S(=O)(=O)N3CCC(C)CC3)c2c1=O
  A = 0	B = 15	C = 10	D = -1.3	E = 1	F = -20	G = -2	H = -3	I = 3
(17) COc1cccc(NC(=O)c2cc(-c3ccncc3)nc3c(C)cc(C)cc23)c1
  A = 29	B = 7	C = 26	D = 1.2	E = -2	F = -1	G = -6	H = 17	I = 5
(18) CCOc1ccc(CNc2ccc(N3CCN(Cc4ccccc4)CC3)cc2)cc1
  A = -21	B = 23	C = -8	D = 1.8	E = 0	F = -21	G = -4	H = -40	I = 8
(19) COCC(C)NC(=O)CSc1ncnc2sc(-c3ccccc3)cc12 (stereo not drawn)
  A = 1	B = 23	C = 39	D = -1.0	E = -5	F = 6	G = 3	H = 20	I = 3
(20) COCCNC(=O)CN1CCN(C(c2ccccc2)c2ccccc2)CC1
  A = -11	B = 27	C = 14	D = 1.6	E = -2	F = 17	G = -4	H = 10	I = -3

(continued)
Short keys: A = TIM10 inh; B = NLRP3 yeast inh; C = tim23-1 inh; D = MPTP inh; E = GRIN3A LBD mod; F = APJ antag; G = beta cell repl; H = tim10-1 inh; I = APJ ag
(21) CN(C(=S)NC(=O)c1ccccc1Br)C1CCCCC1
  A = 28	B = -11	C = 50*	D = -1.6	E = -2	F = 6	G = -2	H = 40	I = -3
(22) Cn1cnc([N+](=O)[O-])c1Sc1ccc(C(C)(C)C)cc1
  A = 21	B = 11	C = 40	D = 2.7	E = 5	F = 2	G = -4	H = 13	I = -5
(23) Fc1cccc(/C=N/n2c(C3CCCCC3)n[nH]c2=S)c1
  A = 44*	B = 29	C = 26	D = 1.0	E = 0	F = 17	G = 0	H = 26	I = -2
(24) O=C(NCc1ccc2c(c1)OCO2)c1ccc2c(=O)n(C3CCCC3)c(=O)[nH]c2c1
  A = -28	B = -3	C = -27	D = 3.9	E = -8	F = 2	G = -4	H = 2	I = -2
(25) CCOc1ccc(CCNC(=O)CCc2nnc3ccc(N4CCOCC4)nn23)cc1OCC
  A = -3	B = 2	C = -10	D = -2.1	E = -3	F = -44	G = -1	H = -7	I = -4
(26) Cn1nc([N+](=O)[O-])nc1Oc1ccccc1C(=O)N1CCOCC1
  A = -2	B = 5	C = 13	D = 1.6	E = 1	F = -11	G = -2	H = 2	I = 4
(27) O=C(NC1CCOc2ccccc21)c1ccc(=O)[nH]c1 (stereo not drawn)
  A = -3	B = 4	C = 2	D = -2.6	E = 1	F = -3	G = -3	H = -12	I = 0
(28) CCN(CC)CCOC(=O)c1ccc(N/C=C(/C#N)c2nc(-c3ccc(OC)cc3)cs2)cc1
  A = 25	B = 13	C = 9	D = -1.3	E = -4	F = 6	G = -6	H = 20	I = 8
(29) COCCCn1c(=O)/c(=C\c2cccc(OC)c2OC)s/c1=C(/C#N)C(=O)Nc1ccc(C(=O)O)cc1
  A = 13	B = -7	C = 16	D = 2.2	E = 10	F = 1	G = 2	H = 12	I = -5
(30) O=C(C1CC(=O)N(c2ccc3c(c2)OCCO3)C1)N1CCN(Cc2ccccc2)CC1 (stereo not drawn)
  A = -3	B = 4	C = 3	D = 0.1	E = 0	F = -2	G = -5	H = 1	I = -2

Additional results follow.
Short keys: A = TIM10 inh; B = NLRP3 yeast inh; C = tim23-1 inh; D = MPTP inh; E = GRIN3A LBD mod; F = APJ antag; G = beta cell repl; H = tim10-1 inh; I = APJ ag
(31) CC(=O)C1=C(C)N(Cc2ccccc2)C(=O)N[C@H]1c1cccs1
  A = 1	B = 2	C = 13	D = -0.6	E = -3	F = -47	G = 0	H = -1	I = -5
(32) N/C(=N\OC(=O)c1ccccc1Cl)c1ccccc1
  A = 47*	B = -1	C = 57*	D = 0.9	E = 2	F = -67	G = -3	H = 52*	I = 3
(33) COC(=O)c1cc(OC(=O)c2ccc(=O)[nH]c2)cc(C(=O)OC)c1
  A = 4	B = 17	C = -1	D = -0.2	E = 0	F = 2	G = 3	H = 1	I = -1
(34) O=S(=O)(Nc1ccncc1Cl)c1cccc(Cl)c1Cl
  A = 8	B = -1	C = -7	D = 5.2	E = 4	F = -13	G = 2	H = 8	I = -3
(35) CCCc1ccc2oc(C(=O)N3CCC(O)CC3)c(C)c2c1
  A = 2	B = 15	C = 16	D = -0.3	E = 0	F = -5	G = 1	H = 26	I = -1
(36) COc1cccc(C(=O)OCCN2CCOCC2)c1
  A = 8	B = 8	C = 2	D = -0.5	E = 0	F = 8	G = 3	H = 4	I = -1
(37) CC(O)[C@H]1CNC(=O)C(=O)N1CCc1cc(C(F)(F)F)cc(C(F)(F)F)c1 (stereo partly drawn)
  A = 4	B = 7	C = -2	D = -1.1	E = 3	F = -18	G = -2	H = 5	I = -4
(38) O=C(CCCCCNc1nc(=S)[nH]c2ccccc12)N1CCN(c2ccccn2)CC1
  A = 9	B = 4	C = 15	D = -1.0	E = .	F = -33	G = 0	H = 16	I = 3
(39) Cc1nc(COc2ccccc2Cl)sc1-c1ccnc(N)n1
  A = -12	B = 14	C = 24	D = -0.9	E = 9	F = -9	G = 0	H = 1	I = 4
(40) COc1ccc(/C=N\NC(=O)CNC(=O)C2COc3ccccc3O2)cc1[N+](=O)[O-] (stereo not drawn)
  A = 3	B = 14	C = -15	D = 0.4	E = 4	F = 14	G = 14*	H = 0	I = -2

Shown with two lines to a compound: entries from further up
Order of values – TIM10 inh	NLRP3 yeast inh	tim23-1 inh	MPTP inh	GRIN3A LBD mod	APJ antag	beta cell repl	tim10-1 inh	APJ ag
(2) O=c1[nH]cc(COCC(F)CCl)c(=O)[nH]1 (stereo not drawn)
 : 1	10	7	1.6	4	-4	-1	-14	-1
(33) COC(=O)c1cc(OC(=O)c2ccc(=O)[nH]c2)cc(C(=O)OC)c1
 : 4	17	-1	-0.2	0	2	3	1	-1
(9) COc1ccc(CNC(=O)CN(Cc2ccccc2)C(=O)c2csnn2)cc1
 : -10	-5	7	-0.5	0	-6	1	10	-3

Next entries follow:
Short keys: A = TIM10 inh; B = NLRP3 yeast inh; C = tim23-1 inh; D = MPTP inh; E = GRIN3A LBD mod; F = APJ antag; G = beta cell repl; H = tim10-1 inh; I = APJ ag
(41) CC1(c2ccc3noc(-c4cccc(F)c4)c3c2)OCCO1
  A = 7	B = -14	C = 24	D = 4.7	E = -1	F = -38	G = 0	H = 25	I = 6
(42) Cc1cccc(N(CC(=O)NC2CCCCC2)C(=O)CCC(=O)Nc2nccs2)c1
  A = 17	B = 6	C = 14	D = -1.9	E = 1	F = -14	G = 0	H = -9	I = 0
(43) COc1ccc(S(=O)(=O)N2CCOC2CNC(=O)C(=O)NCCc2ccc(S(N)(=O)=O)cc2)cc1 (stereo not drawn)
  A = -5	B = 7	C = -3	D = -1.5	E = -2	F = -5	G = -3	H = 0	I = -2
(44) COC(=O)c1ccc2c(c1)C(=O)/C(=C/c1ccc(C)cc1)O2
  A = 0	B = 1	C = 10	D = 2.6	E = 3	F = -3	G = -3	H = -14	I = -2
(45) Cc1ccc(C)c(-c2cc(C(=O)NN3CCOCC3)c3ccccc3n2)c1
  A = -9	B = -4	C = 1	D = 3.6	E = -1	F = 5	G = 5	H = 9	I = 0
(46) CC1CCN(C(=O)Cn2cc(S(=O)(=O)CC(=O)N3CCOCC3)c3ccccc32)CC1
  A = -4	B = 9	C = -3	D = -0.9	E = -4	F = -33	G = 3	H = -16	I = 4
(47) COc1cc(OC)nc(Oc2ccccc2C(=O)Oc2cccc(C)c2)n1
  A = -18	B = 13	C = 19	D = -0.4	E = -2	F = -3	G = -3	H = 23	I = -4
(48) COc1cc([N+](=O)[O-])cc(/C=N/NC(=O)c2ccc(C)nc2)c1O
  A = -7	B = -5	C = -10	D = -14	E = -5	F = 20	G = 0	H = 31	I = -5
(49) Cc1ccc(NC(=O)COC(=O)C2CC2)cc1Cl
  A = 1	B = 11	C = 18	D = -1.0	E = 1	F = 8	G = 1	H = 17	I = -3
(50) Cc1ccc(Cc2cnc(NC(=O)/C(C#N)=C/c3ccc(-c4ccccc4[N+](=O)[O-])o3)s2)cc1
  A = 10	B = 7	C = 1	D = 1.7	E = 3	F = 28	G = -3	H = 2	I = -2
(51) Cc1ccc(C)c(NC(=O)C2CC(O)CN2C(=O)OCc2ccccc2)c1 (stereo not drawn)
  A = -15	B = 14	C = 7	D = -2.9	E = -5	F = -6	G = -3	H = 17	I = 2
